Screening data deposited in PubChem BioAssay by Emory University Molecular Libraries Screening Center.
14-3-3g Raf: modulators of 14-3-3 gamma protein binding, primary screen, biochemical, fluorescence polarization; 14-3-3 protein gamma (Homo sapiens), P61981; FP, 14-3-3gamma / TMR-pS259-Raf peptide binding; inhibition, % at 40 µM; 160,000 compounds, 0.19% hits; AID 422, 2006; in the data active = inhibition above about 30%;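 also: 0% = protein plus tracer without compound and 100% = blank with tracer alone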
Target sequence (P61981 whole entry, looked up): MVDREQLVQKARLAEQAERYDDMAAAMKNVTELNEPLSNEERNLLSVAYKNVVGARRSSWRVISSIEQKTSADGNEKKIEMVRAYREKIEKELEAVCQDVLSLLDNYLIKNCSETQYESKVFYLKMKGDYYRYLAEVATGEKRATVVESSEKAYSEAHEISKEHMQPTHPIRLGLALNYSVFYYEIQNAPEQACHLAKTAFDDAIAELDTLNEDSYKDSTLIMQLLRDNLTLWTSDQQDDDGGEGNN
* = called active by the depositor; & = joins results of further samples. These rows are one share of the data; rates above refer to the full screens.

SMILES	14-3-3g Raf
CCC1CCCCN1C(=O)CS(=O)(=O)c1cn(Cc2ccccc2Cl)c2ccccc12 (configuration not stated)	-4
COc1cccc(C(=O)Nc2nnc(-c3ccc(OC)cc3OC)s2)c1	-13
CCOc1ccc(-n2c(=O)c3c(C)c(C(=O)N(C)C)sc3n(Cc3cccc(C)c3)c2=O)cc1	-1
CCOC(=O)COc1cc2c(C(=O)OC(C)C)c(C)oc2cc1Br	-5
Nc1c(C(=O)NCCC2=CCCCC2)sc(=S)n1CCc1ccccc1	1
Cc1sc2ncn(CC(=O)Nc3ccccc3F)c(=O)c2c1S(=O)(=O)N1CCC(C)CC1	1
Cc1nnc(NC(=O)c2ccc(S(=O)(=O)N3CCCc4ccccc43)cc2)o1	4
O=C(O)c1sccc1S(=O)(=O)c1ccccc1	-6
COc1ccc(OC)c(S(=O)(=O)Nc2ccc(CC(=O)O)cc2)c1	-5&0
CCN(CC)S(=O)(=O)c1ccc2oc(C(=O)Nc3ccc(C)cc3C)c(C)c2c1	-28
CCOc1ccccc1Nc1nc(-c2ccccn2)cs1	-2
O=C(NCCc1ccccc1)c1noc2c1CCCCC2	-10&-1
CCSc1nc(C)cc(COC)c1C#N	-6
O=c1[nH]c2ccccc2c(=O)n1Cc1ccccc1	-2
Cc1cc(C)nc(NC(=O)c2cccc(Cl)c2)n1	6
CCCNC(=O)c1c(O)c2cccc3c2n(c1=O)CC3	-2
NC(=O)C1CCN(c2ncnc3c(-c4ccccc4)nsc23)CC1	-5
CC(C)c1ccc(Nc2cc(C(=O)N3CCOCC3)c3ccccc3n2)cc1	11
COc1ccc(NC(=O)Cc2c(C(=O)O)n(C)c3ccc(C)cc23)cc1OC	-4
Cc1ccc(C2CC(c3ccccc3)Nc3nnnn32)cc1 (configuration not stated)	-6
COc1cc2nc(SCC(=O)Nc3cc(C(F)(F)F)ccc3Cl)n(Cc3ccco3)c(=O)c2cc1OC	2
Cc1ccc(C2CC(C(F)(F)F)n3nc(C(=O)Nc4cccc(CCC#N)c4)cc3N2)cc1 (configuration not stated)	-3
c1ccc(-n2ncc3c2ncn2cnnc32)cc1	-12
Fc1cccc(C2C=C(c3cccc(Br)c3)Nc3nnnn32)c1 (configuration not stated)	-8
Cc1ccc(C(C(=O)NCc2ccco2)N(CC2CCCO2)C(=O)Cn2nnc3ccccc32)cc1 (configuration not stated)	-10
COc1ccc(C)cc1NC(=O)C1CCN(S(=O)(=O)c2cccc3nsnc23)CC1	3
CC(O)C=Cc1ccncc1 (configuration not stated)	-10
Cc1ccc(O)c(C(CC(=O)N2CCCC2)c2ccccc2)c1 (configuration not stated)	0&4
O=C(O)CCC(=O)N1c2ccccc2NC2=C(C(=O)CC(c3ccc(F)cc3)C2)C1c1ccc([N+](=O)[O-])o1 (configuration not stated)	-12
CN1C(=O)C2(NCCc3c2[nH]c2ccccc32)c2ccccc21 (configuration not stated)	-3
CCC/C(O)=C1\C(=O)CC(C)(C)CC1=Nc1ccccc1OC	-5
O=C(c1cccc(Cl)c1)N1CCN(C(=O)c2ccccc2F)CC1	-6
Cc1ccc(NC(=O)c2cc3c(CO)cnc(C)c3oc2=N)cc1Cl	-17
COc1cc(NC(=O)Cc2ccc(Cl)cc2)ccc1NC(=O)c1ccco1	0
O=C1C2CCCCC2C(=O)N1c1cccc(O)c1 (configuration not stated)	-16
Cc1ccc(SCC(=O)N2CCCC2)cc1	-11
CC(=O)N1c2ccc(S(=O)(=O)N(C)c3cc(C)ccc3C)cc2CC1C (configuration not stated)	13
CCN(CC)c1ccc(C(=O)Nc2nc3ccc4ccccc4c3s2)cc1	-4
COc1cc2c(C(=O)Nc3ccc(C)cc3Br)cn(C)c(=O)c2cc1OC	1
CCOC(=O)N1CCN(C(=O)c2ccc(NC(=O)c3ccc(C)cc3)cc2)CC1	-5
O=S(=O)(c1cccc2cccnc12)N1CCC(N2CCCCC2)CC1	-147
COc1ccc(Cl)cc1C(=O)Nc1ccc(Cl)cn1	3
Cc1cc(C)c2c(=O)cc(C(F)F)oc2c1	8
O=C(Cc1cccs1)Nc1nc(-c2ccccc2)cs1	1
CC(=O)NC1=NN(C(C)=O)C(C)(c2ccc3c(c2)OCO3)S1 (configuration not stated)	-12
CCc1c(C)sc(NC(=O)c2cc(-c3ccc(Br)cc3)on2)c1C#N	-21
COC(=O)C1=NNC2(c3cccc([N+](=O)[O-])c3)C(=O)N(c3ccccc3)C(=O)C12 (configuration not stated)	-6
N#Cc1c(NC(=O)c2nn3c(C(F)(F)F)cc(-c4ccco4)nc3c2Br)sc2c1CCCC2	0
O=C(N=c1scc(-c2ccc(Cl)cc2)n1Cc1ccco1)c1ccccc1	1
Cc1ccc(NC(=O)C2CCN(S(=O)(=O)c3cccnc3)CC2)c(Cl)c1	-10

Continuation:
SMILES	14-3-3g Raf
Cc1ccccc1-c1nc2cc(N=Cc3ccccc3O)ccc2o1	-56
CCC(=O)Oc1ccc2c(C)c(Cl)c(=O)oc2c1	0
COc1ccc(OCCCSc2ncccn2)cc1	-4
O=C(CCN1C(=O)C2C3C=CC(C3)C2C1=O)NCC1CCCO1 (configuration not stated)	0
O=C(NCc1ccc2c(c1)OCO2)c1ccc2c(=O)n(CCCN3CCCC3=O)c(=S)[nH]c2c1	-8
Nc1nonc1/C(=N/O)N1CCCC1	4
O=C1CC(c2ccc(I)cc2)c2ccc3ccccc3c2N1 (configuration not stated)	-5
COc1ccc(NC(=O)CN2CCN(c3ccccn3)CC2)c(OC)c1	4
COc1cc2c(cc1OC)C(C(=O)N(C)C1CCCCC1)C(c1ccccc1F)N(C)C2=O (configuration not stated)	0
N#Cc1c(N=Cc2ccc([N+](=O)[O-])cc2)sc2c1CCCC2	0
O=[N+]([O-])c1cc(S(=O)(=O)Nc2ccc(O)c(Sc3nc4ccccc4s3)c2)ccc1Cl	-6
COc1ccc(N2C(=O)CSC2c2ccc(F)cc2)cc1 (configuration not stated)	1
CCc1nnc(NC(=O)Cn2nc(-c3ccccc3OC)ccc2=O)s1	3
O=C(NC(Cc1ccccc1)C(=O)Nc1ccccc1F)C1CCCCC1 (configuration not stated)	-2
COc1ccccc1CNC(=O)CC1Nc2c3ccccc3nc(=S)n2C1=O (configuration not stated)	-10
CCN(Cc1ccccc1)C(=O)Cn1c(=O)n(-c2ccccc2)c(=O)c2c(C)c(C)sc21	-6
N#Cc1nc(-c2ccc(Cl)cc2)oc1N1CCCCC1	0
CCOC(=O)CNC(=O)C1CCCN(c2ncccn2)C1 (configuration not stated)	-3
O=C(Nc1ccccc1C(F)(F)F)c1ccc(F)c(S(=O)(=O)N2CCOCC2)c1	2
COc1ccccc1-c1cc(C(=O)Nc2ccc(N(C)C)cc2)c2ccccc2n1	-9

Three entries out of the list above, arranged by the value under 14-3-3g Raf, largest number first:
SMILES	14-3-3g Raf
O=C(NC(Cc1ccccc1)C(=O)Nc1ccccc1F)C1CCCCC1 (configuration not stated)	-2
CCOC(=O)CNC(=O)C1CCCN(c2ncccn2)C1 (configuration not stated)	-3
CCN(Cc1ccccc1)C(=O)Cn1c(=O)n(-c2ccccc2)c(=O)c2c(C)c(C)sc21	-6

The results go on.
SMILES	14-3-3g Raf
CCN(Cc1ccccc1)S(=O)(=O)c1ccc(F)c(C(=O)Nc2ccccc2OC)c1	-3
COc1cccc(C(=O)Nc2cccc(-c3nnc(-c4ccccc4)o3)c2)c1	0
COc1ccc(N2C(=O)C3CCCN3C2c2ccccc2)cc1Cl (configuration not stated)	-3
COc1ccc(NC(=O)c2[nH]c(C)c(C(C)=O)c2C)cc1	-13
CCSc1nnc2c(n1)OC(c1cc(I)c(O)c(OC)c1)Nc1ccccc1-2 (configuration not stated)	-12
COc1ccc(-c2nnc(Nc3ccc4c(c3)nc(C)n4C)c3ccccc23)cc1	-11
Cc1nn(C(C)C(=O)O)c2ccccc12 (configuration not stated)	5
Cc1ccc([N+](=O)[O-])cc1S(=O)(=O)Nc1cc2sc(=O)oc2c2ccccc12	-14
c1ccc(CCN2CCN(c3ncnc4sc5c(c34)CCCC5)CC2)cc1	-13
Cc1c(Cl)cccc1NS(=O)(=O)c1ccc2nc(-c3ccccc3)[nH]c2c1	0

As a working copy, 15 of the compounds above:
SMILES	14-3-3g Raf
COc1ccccc1CNC(=O)CC1Nc2c3ccccc3nc(=S)n2C1=O (configuration not stated)	-10
CCN(Cc1ccccc1)C(=O)Cn1c(=O)n(-c2ccccc2)c(=O)c2c(C)c(C)sc21	-6
N#Cc1nc(-c2ccc(Cl)cc2)oc1N1CCCCC1	0
CCOC(=O)CNC(=O)C1CCCN(c2ncccn2)C1 (configuration not stated)	-3
O=C(Nc1ccccc1C(F)(F)F)c1ccc(F)c(S(=O)(=O)N2CCOCC2)c1	2
COc1ccccc1-c1cc(C(=O)Nc2ccc(N(C)C)cc2)c2ccccc2n1	-9
CCN(Cc1ccccc1)S(=O)(=O)c1ccc(F)c(C(=O)Nc2ccccc2OC)c1	-3
COc1cccc(C(=O)Nc2cccc(-c3nnc(-c4ccccc4)o3)c2)c1	0
COc1ccc(N2C(=O)C3CCCN3C2c2ccccc2)cc1Cl (configuration not stated)	-3
COc1ccc(NC(=O)c2[nH]c(C)c(C(C)=O)c2C)cc1	-13
CCSc1nnc2c(n1)OC(c1cc(I)c(O)c(OC)c1)Nc1ccccc1-2 (configuration not stated)	-12
COc1ccc(-c2nnc(Nc3ccc4c(c3)nc(C)n4C)c3ccccc23)cc1	-11
Cc1nn(C(C)C(=O)O)c2ccccc12 (configuration not stated)	5
Cc1ccc([N+](=O)[O-])cc1S(=O)(=O)Nc1cc2sc(=O)oc2c2ccccc12	-14
c1ccc(CCN2CCN(c3ncnc4sc5c(c34)CCCC5)CC2)cc1	-13

(further entries)
SMILES	14-3-3g Raf
Clc1ccc(-c2nc(N3CCCCCC3)c3ccccc3n2)cc1	3
COc1ccc(OC)c(C2C(C(=O)OC3CCCCC3)=C(C)NC3=C2C(=O)CCC3)c1 (configuration not stated)	-4
COc1ccc(NC(=O)C(=O)NCC(C)C)cc1Cl	-37
Cc1cc(OCC(=O)Nc2ccc(S(=O)(=O)N3CCCC3)cc2)ccc1Br	3
Nc1ccc2c(c1)nc(CCCO)n2CCO	-1
CCOC(=O)COc1ccc2c(=O)c(Oc3cc(C)cc(C)c3)coc2c1	1
Clc1ccc(-c2nnc3ccc(Cl)nn23)cc1	-4
CC1CCc2c(C(=O)NCC3CCCO3)csc2C1 (configuration not stated)	-8
CC(=O)N1CCc2cc(Br)cc(S(=O)(=O)CCC(=O)Nc3cc(Cl)ccc3C)c21	-3
CCCCn1c(N2CCOCC2)nc2c1c(=O)[nH]c(=O)n2C	-11
Cc1ccc2[nH]c(=O)c(CN(Cc3cccnc3)C(=O)c3ccncc3)cc2c1	2
CCOC(=O)c1nnc2cc(-c3ccc(Br)cc3)nn2c1C	-5
CCCCC(=O)Nc1ccc(NC(=O)c2ccccc2OC)cn1	-13
Cc1c(Br)c(C(F)(F)F)nn1CC(=O)NC(C)c1ccccc1 (configuration not stated)	-11
CN(C)C1N(C(=O)c2ccc(Cl)cc2)N=C2c3ccccc3S(=O)(=O)N21 (configuration not stated)	-7
O=C(O)Cn1nc(C(F)(F)F)c2c1CCCCC2	11
O=C(c1ccc(Cl)cc1)N1CCN(c2ccc([N+](=O)[O-])cc2)CC1	-2
Cn1c(=O)[nH]c(=O)c2c1nc(N)n2Cc1ccc(F)cc1	-5
Cc1cc2ncn(C3CC(=O)N(Cc4ccc(N5CCCC5=O)cc4)C3=O)c2cc1C (configuration not stated)	-3
Cc1cc(C)cc(N2C(=O)C3C(c4ccc(Cl)cc4)OC4(C(=O)c5ccccc5C4=O)C3C2=O)c1 (configuration not stated)	-4
Cc1ccc2[nH]c3c(ccc4c5ccccc5[nH]c43)c2c1	-4
CCCCCn1c(N)c(C#N)c2nc3ccccc3nc21	-7
COC(=O)c1sc(NC(=O)c2oc3ccccc3c2C)nc1C	4
COC(=O)c1ccc(N2CCOCC2)c(NC(=O)Nc2cccc(OC)c2)c1	-1&-4
Cc1ccc(NC(=O)c2sc3nc(-c4ccncc4)ccc3c2N)cc1F	-12
COc1cccc(-c2nc(CS(=O)(=O)CC(=O)NCCCOC(C)C)c(C)o2)c1	4
CC(C(=O)NCc1ccc2c(c1)OCO2)N1c2cccc3cccc(c23)S1(=O)=O (configuration not stated)	4
Cc1cc(C)n(CCCNCC(O)c2ccccc2)n1 (configuration not stated)	1
CC(=O)c1c(C)oc2c(Cl)cc(NS(=O)(=O)c3ccc(C)cc3)cc12	-6
COc1ccc(Cl)cc1N1C(=O)CSC1c1ccc(C(C)(C)C)cc1 (configuration not stated)	2
CC1CCN(C(=O)Cc2nn(C)c(=O)c3ccccc23)CC1	4
O=C1c2ccccc2C(=O)N1CCC(=O)N1c2ccccc2Sc2ccccc21	-22
CCOc1ccc(Nc2nc(C3(C)CC4(CC(C)OC4=O)C(=O)O3)cs2)cc1 (configuration not stated)	4
O=C(NCCc1ccccc1)c1ccc2c(c1)N(Cc1ccc(F)cc1)C(=O)CS2	-8
Nc1c(C(=O)N2CCCCC2)sc(=S)n1CCc1ccccc1	0
Cc1sc2c(c1C)c(=O)n(-c1ccccc1)c(=O)n2CC(=O)c1ccccc1	1
CCC(=O)N1CCc2cc(Br)cc(S(=O)(=O)CCC(=O)Nc3cccc(C)n3)c21	-2
CCN(CC)C(=O)c1ccc(Cn2cc([N+](=O)[O-])cn2)o1	-2
Cc1cccc(C(=O)Oc2ccccc2C(=S)N2CCOCC2)c1	6
CCC(=O)N1CCc2cc(Br)cc(S(=O)(=O)NCCCN3CCC(C)CC3)c21	-16
CCC(C)c1ccccc1NC(=O)c1cccnc1 (configuration not stated)	-13
Cc1onc(-c2ccccc2Cl)c1C(=O)NCc1nc(-c2ccccc2)no1	-4
CC1=CC(C)(C)NC(=S)N1c1ccc(C)cc1	-3
CCOC(=O)N1CCC(NC(=O)CN2C(=O)CSc3nc(C)cc(C)c32)CC1	-2
COc1ccc(C(C)C)cc1S(=O)(=O)NCc1ccccn1	-4
